High-throughput results deposited in PubChem by several laboratories.
Rv3671c inh: Rv3671c (M. tuberculosis) protease inhibition. P9WHR9. inhibition, % at 5.96 µM. 0.048% of 320,000 active; in the data active = inhibition above about 38%;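 note: extracellular domain of Rv3671c used as enzyme; 0% = enzyme with DMSO and 100% = no enzyme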
Target sequence (P9WHR9 whole entry, looked up, the tested form may be a part): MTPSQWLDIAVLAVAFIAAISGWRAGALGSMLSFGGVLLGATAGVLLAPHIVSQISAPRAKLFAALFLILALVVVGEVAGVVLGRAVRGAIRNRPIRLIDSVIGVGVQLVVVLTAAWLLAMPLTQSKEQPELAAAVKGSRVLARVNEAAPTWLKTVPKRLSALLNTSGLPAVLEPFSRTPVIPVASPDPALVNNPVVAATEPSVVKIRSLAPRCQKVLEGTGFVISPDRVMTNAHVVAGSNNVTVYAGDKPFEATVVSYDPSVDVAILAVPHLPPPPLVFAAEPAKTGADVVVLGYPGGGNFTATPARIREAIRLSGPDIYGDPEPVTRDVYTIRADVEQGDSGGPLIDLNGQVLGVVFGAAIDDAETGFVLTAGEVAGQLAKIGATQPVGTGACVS
BoNT A protease: blocks Botulinum neurotoxin A light chain protease | multiplex microsphere protease substrate cleavage, flow cytometry | inhibition, % at 10 µM | 0.17% of 360,000 active; note: plate controls were buffer without enzyme for full effect and enzyme alone for no effect
Anthrax LF prot: blocks Bacillus anthracis lethal factor protease. P15917. multiplex microsphere protease cleavage assay, LF. inhibition, % at 10 µM. 0.12% of 360,000 active; note: plate controls were buffer without enzyme for full effect and enzyme alone for no effect
BoNT-F LC inh: blocks Botulinum neurotoxin F light chain protease; AID 588497; inhibition, % at 10 µM; Multiplex microsphere protease cleavage assay, flow cytometry; 0.22% of 360,000 active; in the data active = inhibition above about 35%, passing the limit was not always enough; inconclusive = no clear call, values can overlap the other calls; note: plate controls were buffer without enzyme for full effect and enzyme alone for no effect
MazEF act: activators of E. coli MazEF toxin-antitoxin RNase; FAM/BHQ RNA-DNA oligo cleavage fluorescence, 5 h; activation, % at 20 µM; 0.32% of 350,000 active; AID 504720; in the data active = activation above about 50%
Target sequence (P0AE70 whole entry, looked up): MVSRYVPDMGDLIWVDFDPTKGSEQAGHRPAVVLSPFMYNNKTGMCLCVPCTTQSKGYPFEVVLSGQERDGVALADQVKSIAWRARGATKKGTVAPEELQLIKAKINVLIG
PrPC TRFRET: inhibitors of human cell surface prion protein PrPC. TR-FRET read-out. inhibition, % at 13.8 µM. 0.43% of 370,000 active; in the data active = inhibition above about 24%; note: 0% = median of the test wells and 100% = reference compound wells
DUSP3 inh: DUSP3 (human) phosphatase inhibition; P51452; recombinant VHR phosphatase, pNPP absorbance; inhibition, % at 13.3 µM; 0.52% of 290,000 active; in the data active = inhibition above about 50%; note: some compounds called inactive have numbers as strong as hits
Target sequence (P51452 whole entry, looked up): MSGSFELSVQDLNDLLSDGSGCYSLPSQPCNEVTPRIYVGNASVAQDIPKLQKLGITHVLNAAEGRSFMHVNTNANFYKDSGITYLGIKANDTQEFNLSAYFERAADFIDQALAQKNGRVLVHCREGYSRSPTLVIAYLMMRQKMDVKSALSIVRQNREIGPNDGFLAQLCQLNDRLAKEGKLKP
PriA SSB inh: blocks PriA binding to SSB C-terminal tail; AlphaScreen SSBct-PriA binding, biotinylated peptide; inhibition, % at 33 µM; 0.6% of 430,000 active; AID 1272365; in the data active = inhibition mostly above about 37%, no sharp cut-off; inactive = mostly below about 20%;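 note: plate controls were negative control peptide for no effect and reference peptide for full effect; strong numbers were not always called active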
3CLpro inhibitor: SARS-CoV 3CLpro protease inhibition | P0C6X7 | recombinant SARS-CoV 3CLpro, quenched FRET peptide cleavage | inhibition, % at 6 µM | 0.14% of 290,000 active; in the data active = inhibition above about 12%
CCHF vOTU inh: blocks the CCHF virus ovarian tumor domain protease. CCHFV vOTU protease, Pep-AMC fluorescence. inhibition, % at 11.5 µM. 0.55% of 370,000 active; in the data active = inhibition above about 30%; note: 0% = vehicle wells with enzyme and 100% = no enzyme wells
* hit, by the source's call; ? = inconclusive; . = not tested or not shown. Cut-off read from the data, not from the text of the source, unless noted: active = inhibition above about 30%; inconclusive = no clear call, values can overlap the other calls; inactive = below that. Not all compounds are listed (hit frequency here may not be typical).

entry | mol | Rv3671c inh | BoNT A protease | Anthrax LF prot | BoNT-F LC inh | MazEF act | PrPC TRFRET | DUSP3 inh | PriA SSB inh | 3CLpro inhibitor | CCHF vOTU inh
1 | CCN(CC)c1ccc([N+](=O)[O-])cc1C(=O)N1CCOCC1 | -6 | 1.8 | -11 | 2 | 1 | -7 | 7 | -1 | 2 | 6
2 | Cc1nc2ccccc2n1CC(=O)OCC(=O)N1CCC(C)CC1 | 8 | -0.3 | -3 | -4 | 2 | 3 | . | 5 | . | -9
3 | O=C(CC12CC3CC(CC(C3)C1)C2)NCCN1CCOCC1 | -8 | -0.8 | -1 | -3 | -3 | 5 | 26 | 5 | 4 | -9
4 | COc1cccc(CN2CCc3[nH]c(=S)[nH]c(=O)c3C2)c1 | -10 | -4.0 | 16 | -15 | 4 | 3 | 6 | -12 | -7 | -5
5 | O=C(c1ccccc1F)N1CCN(c2ccc([N+](=O)[O-])c(NCC3CCCO3)c2)CC1 (centres undefined) | -10 | -0.3 | -1 | -1 | 10 | -38 | 6 | 11 | -2 | -7
6 | CCOCCCN1C(=O)CN(C2CCCCC2)C(=O)C1c1ccc(OCC)c(OC)c1 (centres undefined) | 3 | 14 | -14 | 17 | -5 | -8 | 11 | 1 | -6 | -14
7 | CCn1c(SCC(=O)O)nc2ccccc21 | -5 | -1.3 | -2 | -3 | 0 | 3 | 34 | -3 | -1 | 1
8 | CCN(CC)S(=O)(=O)c1cccc(C(=O)OCC(=O)NC(C)c2ccccc2)c1 (centres undefined) | 1 | -2.6 | -3 | -10 | -13 | -2 | -4 | -10 | -2 | -7
9 | Cc1ccc2[nH]c(=O)c(C(c3nnnn3C(C)(C)C)N3CCN(C(=O)c4ccco4)CC3)cc2c1 (centres undefined) | -4 | 1.0 | 3 | -1 | 0 | 2 | 2 | -8 | 3 | -3
10 | O=C1CCCC2=C1C1(O)C(=O)c3ccccc3C1(O)O2 (centres undefined) | -106 | 0.3 | -3 | 13 | 0 | 1 | -1 | -14 | 5 | 13
11 | CCC1Oc2ccc(C)cc2N(CC(=O)N2CCOCC2)C1=O (centres undefined) | 0 | 0.6 | -2 | -7 | 8 | 4 | 40 | -2 | -1 | 11
12 | Cc1ccc2nc(-c3ccccc3NC(=O)CCC(=O)O)c(=O)[nH]c2c1 | . | -0.6 | 23 | ? | 1 | -10 | 8 | -15 | 4 | -3
13 | Cc1ccc(NCc2nc(SCC(=O)Nc3ccccc3)n[nH]2)cc1 | -7 | 0.5 | -4 | ? | 12 | 2 | 12 | 3 | -4 | 0
14 | CNC[C@H]1Oc2ccc(NC(=O)C3CCCCC3)cc2CC(=O)N([C@H](C)CO)C[C@@H]1C | 4 | 0.2 | -2 | 7 | -18 | -1 | . | 9 | . | 4
15 | O=C(O)CCSc1nc2ccccc2n1CCOc1ccccc1 | -4 | -0.4 | 0 | -2 | -3 | -3 | -30 | -5 | 0 | 0
16 | CC(=O)Nc1ccccc1Sc1ccc2c3c(cccc13)C(=O)N(c1ccc(C)cc1)C2=O | -2 | 3.3 | 3 | 16 | 1 | -10 | -4 | -12 | -2 | -9
17 | CC(NC(=O)COC(=O)c1cc(NS(=O)(=O)c2ccc(Cl)c([N+](=O)[O-])c2)ccc1O)C1CC2CCC1C2 (centres undefined) | -28 | 0.8 | 1 | -2 | -2 | -3 | 5 | 16 | 0 | 25
18 | Cc1nc(NC(=O)/C=C/c2ccccc2)sc1C(=O)Nc1ccccc1 | -8 | -0.9 | -8 | -9 | 9 | 3 | 10 | -6 | -1 | 3
19 | COc1ccccc1CNC(=O)COC(=O)c1cccc(S(=O)(=O)N2CCOCC2)c1 | 4 | 4.1 | 1 | 7 | 8 | -5 | . | -20 | . | -6
20 | CC1CCC(C)(NS(=O)(=O)OCC(Cl)(Cl)Cl)CC1 (centres undefined) | -14 | -0.2 | -6 | 0 | 6 | -1 | 17 | -14 | 5 | 14
21 | CCCCC(=O)NC(=O)NC(c1ccccc1)c1ccccc1 | 2 | . | . | . | -10 | 9 | 1 | 4 | 4 | 11
22 | Cc1cc(C)cc(NCc2cc(=O)oc3cc(-c4ccccc4)c(O)cc23)c1 | -6 | -0.9 | -2 | -9 | 6 | -6 | 8 | 9 | 1 | -10
23 | COc1ccc(C(NC(=O)C2CCN(C/C=C/c3ccc(OC(C)=O)c(OC)c3)CC2)c2ccccn2)cc1 (centres undefined) | . | 0.3 | 2 | -8 | . | 1 | . | . | . | 15
24 | Cc1ccc(NS(=O)(=O)c2ccc(C(=O)N3CCCCCC3)cc2)cc1 | 6 | 0.2 | -8 | 8 | -4 | 0 | . | -9 | . | 8
25 | CCOC(=O)CC(NC(=O)c1cc2cc(Br)ccc2oc1=O)c1cccc([N+](=O)[O-])c1 (centres undefined) | -17 | 0.3 | -2 | 4 | -1 | 4 | 0 | -7 | -6 | -5
26 | O=C1CCCc2sccc2N1 | 1 | 0.9 | 5 | 1 | 0 | -2 | -1 | -4 | 1 | 4
27 | NC(=O)c1cc(S(=O)(=O)NCCCc2ccccc2)cs1 | 0 | 0.4 | -4 | 22 | 5 | 6 | 17 | 49* | -1 | -17
28 | CC[n+]1c(C)sc2c3ccsc3ccc21 | 1 | 4.3 | 1 | -24 | -1 | 0 | 51* | -5 | 5 | -3
29 | Cn1c(=O)c(=O)n(C)c2cc(S(=O)(=O)N3CCN(c4ccc(F)cc4)CC3)ccc21 | -4 | 0.2 | 0 | -11 | 1 | 5 | 40 | -4 | 0 | -14
30 | CN(CC(=O)N1CCN(c2cccc(Cl)c2)CC1)S(=O)(=O)c1cccs1 | 10 | 1.2 | -7 | 0 | -3 | -7 | 31 | -6 | -2 | -14
31 | CCOC(=O)C1CCN(C(=O)COc2ccc(S(=O)(=O)NC(C)(C)C)cc2)CC1 | -6 | -1.6 | 1 | -32 | 2 | 1 | -1 | -8 | -7 | 6
32 | O=C(NCC(=O)N1CCCC(C(F)(F)F)C1)c1ccc(Oc2ccccc2)cc1 (centres undefined) | 4 | -2.6 | 1 | 1 | -9 | 4 | 5 | -6 | 7 | 6
33 | CC(C)Oc1cccc(OCCN2C(=O)c3ccccc3C2=O)c1 | -3 | -0.3 | -4 | -4 | -4 | -9 | 35 | -55 | 3 | 1
34 | CCOc1ccc(NC(=O)c2sc(N3CCOCC3)nc2-c2ccccc2)cc1 | -3 | -0.1 | -2 | 0 | -16 | -1 | 25 | -6 | -3 | -10
35 | CCc1ccccc1NS(=O)(=O)c1cc2c3c(c1)CCN3C(=O)CC2 | . | -1.4 | 3 | 3 | -1 | -2 | . | -1 | . | 7
36 | COc1ccc(C(=O)N/C(=C\c2ccccc2)C(=O)N2CCOCC2)cc1 | -4 | -0.6 | 0 | 8 | 1 | 0 | -2 | -2 | -5 | -1
37 | CC1(C(=O)NS(=O)(=O)c2ccc(Br)cc2)CCN1C(=O)CCc1cccs1 (centres undefined) | . | -0.2 | 4 | 3 | . | -4 | . | . | . | 9
38 | O=C(CCCOC(=O)c1ccc(O)cc1O)c1ccc(F)cc1 | -8 | 6.2 | -4 | 19 | -1 | 1 | . | -11 | . | -4
39 | CC(OC(=O)c1ccccc1C(=O)O)c1ccccc1 (centres undefined) | . | -0.5 | -6 | -1 | 4 | -15 | . | -4 | . | -3
40 | O=C(CSc1nnc(Cc2cc(=O)[nH]c(=O)[nH]2)n1-c1ccccc1)N1CCCCC1 | -2 | -0.1 | -3 | -4 | 3 | -1 | -8 | -4 | 0 | 1
41 | CCc1nnc(NC(=O)CSc2nnc(C3CCCCC3)n2-c2ccccc2)s1 | 2 | -0.7 | -1 | -14 | 4 | -2 | 26 | -11 | -1 | -4
42 | Cc1ccccc1N1CCN(C2CCCN(C(=O)CCn3cnnn3)C2)CC1 (centres undefined) | -2 | -1.1 | -1 | 3 | -2 | -1 | 23 | -10 | -4 | 5
43 | CCOC(=O)[C@@H]1[C@H]2COc3ccc(Br)cc3[C@@H]2N2C(=O)N(c3ccccc3)C(=O)[C@@]12C | -4 | 0.0 | -7 | 3 | 1 | 5 | -3 | -2 | -6 | 2
44 | CC(=O)NNC(=S)Nc1cc(S(=O)(=O)N(C)C)ccc1C | -9 | -0.9 | 1 | -2 | 1 | 0 | -3 | 9 | 4 | -3
45 | C/C(CC(=O)NC(C)c1ccccc1)=N\NC(N)=S (centres undefined) | -2 | -0.6 | 6 | 2 | 3 | -4 | 14 | . | -1 | 9
46 | Cc1ccc(NC(=O)CN(C)C(=O)Cc2ccc(Cl)c(Cl)c2)cc1 | 5 | -6.2 | -5 | -19 | -3 | 5 | 21 | -6 | 2 | -12
47 | COc1cc2c3c(c1OC)C1(C=CC(=NNC(N)=O)C=C1)CC3N(C(C)=O)CC2 (centres undefined) | -11 | -0.2 | -2 | -4 | 6 | 0 | 7 | -2 | 0 | -2
48 | CCOc1ccc2oc(C(=O)N3CCCN(C)CC3)c(C)c2c1 | -2 | 1.8 | -3 | -9 | 3 | -1 | . | 0 | . | 0
49 | COc1ccc2c(C)c(CC(=O)N3C[C@H]4C[C@@H](C3)c3cccc(=O)n3C4)c(=O)oc2c1OC | -4 | 0.2 | 0 | -4 | 1 | -8 | -3 | . | -8 | -16
50 | Cc1ccc(-n2c(SCC(=O)Nc3ccc4c(c3)OCCO4)nnc2-c2ccco2)cc1 | 3 | -1.0 | 5 | -13 | 1 | -5 | 25 | -7 | 2 | -3
51 | O=C(NCCN1CCOCC1)C1CC(=O)N(c2ccc(F)cc2)C1 (centres undefined) | -1 | -2.7 | -2 | -13 | -18 | -5 | 20 | -2 | -2 | 2
52 | CC(=O)c1sc2nc(-c3ccco3)ccc2c1N | 5 | 2.6 | 12 | ? | 6 | 4 | 8 | 2 | 3 | -3
53 | COc1ccc(C(=O)NC(=S)NCc2ccccc2)cc1OC | -9 | -1.1 | -5 | -5 | 5 | 7 | 15 | 18 | 3 | 7
54 | O=C(Cc1cccc2ccccc12)NN=Cc1ccc2c(c1)CCC2 | . | 0.3 | -4 | -3 | -14 | -1 | . | . | . | 4
55 | Cc1ccc(-c2cc(C(=O)NCc3ccco3)c3ccccc3n2)s1 | -6 | -4.1 | -3 | -103 | 4 | -7 | 10 | -31 | -2 | -125
56 | CC1CCN(C(=S)NC(=O)c2ccc(C(C)(C)C)cc2)CC1 | . | 0.5 | 3 | -8 | 3 | 4 | 8 | -23 | 7 | 5
57 | CC12CC(NC(=O)N1c1cccc(C(=O)NCc3ccccc3)c1)c1ccccc1O2 (centres undefined) | -9 | . | . | . | . | -3 | 10 | . | -2 | 1
58 | O=C(c1ccco1)N1CCN(C(=O)c2cc3cc([N+](=O)[O-])ccc3oc2=O)CC1 | -8 | 0.3 | -3 | 3 | 12 | -2 | 21 | 16 | 2 | 0
59 | CC(=O)Oc1c(C(=O)c2nnc(C)o2)c(=O)n(Cc2ccccc2)c2ccccc12 | 4 | 2.2 | 12 | 33 | -3 | 3 | -2 | -8 | -3 | 10
60 | O=C(COC(=O)/C=C/c1cc(Br)ccc1F)NC1CC1 | -3 | -0.2 | -8 | -5 | 4 | 4 | . | -7 | . | 2
61 | COc1cccc(CSc2nc(N)cc(N)n2)c1 | 3 | -6.4 | -14 | ? | 1 | -7 | 26 | 4 | 1 | 2

Gathered by group, the entries above containing a tert-butyl group (3)
entry | mol | Rv3671c inh | BoNT A protease | Anthrax LF prot | BoNT-F LC inh | MazEF act | PrPC TRFRET | DUSP3 inh | PriA SSB inh | 3CLpro inhibitor | CCHF vOTU inh
9 | Cc1ccc2[nH]c(=O)c(C(c3nnnn3C(C)(C)C)N3CCN(C(=O)c4ccco4)CC3)cc2c1 (centres undefined) | -4 | 1.0 | 3 | -1 | 0 | 2 | 2 | -8 | 3 | -3
31 | CCOC(=O)C1CCN(C(=O)COc2ccc(S(=O)(=O)NC(C)(C)C)cc2)CC1 | -6 | -1.6 | 1 | -32 | 2 | 1 | -1 | -8 | -7 | 6
56 | CC1CCN(C(=S)NC(=O)c2ccc(C(C)(C)C)cc2)CC1 | . | 0.5 | 3 | -8 | 3 | 4 | 8 | -23 | 7 | 5
